Casp6 inh: caspase-6 (human) enzyme inhibition. P55212. purified caspase-6, Z-VEID-R110 cleavage fluorescence. inhibition, % at 12.5 µM. hit rate 0.53% among 350,000;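 active means mean inhibition across replicates at least about 35%, with every replicate also reaching that limit, limit read from the data; inconclusive means only one of the two criteria met; inactive means neither criterion met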;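 further: 0% = median of neutral control wells and 100% = no fluorescence left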
Target sequence (P55212 24-179 limits assumed): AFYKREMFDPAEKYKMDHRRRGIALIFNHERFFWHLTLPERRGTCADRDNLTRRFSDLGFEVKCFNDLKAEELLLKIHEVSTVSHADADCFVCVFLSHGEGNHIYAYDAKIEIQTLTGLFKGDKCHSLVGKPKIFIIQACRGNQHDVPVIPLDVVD
Target sequence (P55212 194-293 limits assumed): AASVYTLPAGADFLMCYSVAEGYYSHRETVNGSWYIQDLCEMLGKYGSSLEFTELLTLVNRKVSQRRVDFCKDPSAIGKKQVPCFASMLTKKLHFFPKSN
EWS-Fli block: EWS/Fli transcriptional activity inhibition; inhibition, % at 12.6 µM; hit rate 0.67% among 350,000; A673 NR0B1-luciferase reporter, viability-normalised;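 active means mean inhibition of at least 50% after viability correction, with every replicate also passing that limit; inconclusive means mean reaches 50% but only one of two replicates passes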;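 further: firefly luciferase signal divided by Alamar Blue viability fluorescence both relative to DMSO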
Cneo AK release: Cryptococcus neoformans lysis via adenylate kinase release | hit rate 0.2% among 360,000 | lysis activity, % at 15 µM | C. neoformans lysis, adenylate kinase release luminescence, 4 h; normalised: neutral wells 0, clomiphene wells 100 | AID 651654;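 active means mean lysis activity across replicates of at least 80%, whatever share of replicates individually reach that level; inactive means mean lysis activity below 80%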
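Assay system: Cryptococcus neoformans yeast cells / Dosing: single-point compound dose / Timing: 4 h at 37 °C static, read 1 h later / Measured by: luminescence of released adenylate kinase using an AK detection reagent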
PGC1a acetyl inh: PGC1a acetylation modulation, inhibitor mode; U2OS PGC1a acetylation, AlphaScreen anti-acetyl-lysine; with virally co-expressed GCN5 acetyltransferase; inhibition, % at 15.6 µM; hit rate 0.17% among 350,000;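 active means every replicate shows inhibition of at least 40%; inconclusive means mean inhibition at least 40% but some replicate below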;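 further: 0% = neutral control wells and 100% = positive control wells; some results beyond the cut were filed as inactive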
PAX8 reporter: inhibitors of PAX8 transcriptional activity in RMG-I cells | AID 652154 | inhibition, % at 12.6 µM | RMG-I TPO-luciferase reporter, SteadyGlo, 24 h | hit rate 1.2% among 360,000;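 active means mean replicate inhibition at least 60% with every replicate also reaching 60%; inconclusive means only one of the two criteria is met; inactive means mean below 60% and not all replicates reaching 60%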;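 further: luciferase light reporting Pax8 driven TPO promoter activity; plate controls were median of neutral control wells for no effect and mitoxantrone controls for full effect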
FN deposition inh: fibronectin deposition inhibition; AH1F fibroblasts, Alexa488-fibronectin deposition fluorescence, overnight; inhibition, % at 12.6 µM; hit rate 0.086% among 350,000;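 active means mean inhibition across replicates of 30% or more, regardless of how many single replicates reach that level; inconclusive means mean under 30% yet at least half of replicates reach 30%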;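 further: positive control wells lacked labelled fibronectin entirely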
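material = AH1F fibroblast monolayer depositing Alexa488-labelled fibronectin into matrix | amount = 10000 AH1F cells/well | buffer or medium = DMEM plus 2% serum, read in PBS | incubation = 1 h cell adhesion before compound, then overnight fibronectin incubation | detection = fluorescence at 485 nm excitation, 525 nm emission | evaluation = percent inhibition as loss of matrix-bound fibronectin fluorescence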
miR-122 sensor: blocks miR-122 activity in Huh7 sensor cells; Huh7 miR-122 Renilla luciferase sensor, 48 h; neutral wells = 0, positive control = 100; activation (reporter increase), % at 12.5 µM; hit rate 0.3% among 340,000;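 active means mean replicate activation score at least 90 and every replicate individually at or above 90; inconclusive means only one of the two criteria met; inactive means neither criterion met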;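 further: higher luciferase means less miR-122 activity so hits act as miR-122 inhibitors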
LGR2 antag: blocks bursicon-induced cAMP signaling via Drosophila LGR2. HEK293 LGR2, CRE-luciferase, bursicon-stimulated, 4 h. inhibition, % at 9.99 µM. hit rate 0.35% among 380,000;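 active means drop in luminescence signal, shown as inhibition above about 50% in the replicate tests, limit read from the data, passing the limit was not always enough; inconclusive means probably only some replicates passing the limit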;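 further: agonist challenge used bursicon conditioned medium at about half maximal strength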
* hit, by the source's call; ? = inconclusive; . = not tested or not shown; & = joins results of further samples; [ ] = dose if it differs, or a comment.

#	canonical_smiles	Casp6 inh	EWS-Fli block	Cneo AK release	PGC1a acetyl inh	PAX8 reporter	FN deposition inh	miR-122 sensor	LGR2 antag
1	CCN1CCN(C(=O)c2sc3ncnc(N4CCc5ccccc5C4)c3c2C)CC1	1	3	.	.	-6	-2	.	-9
2	CCOC(=O)C1=C(C)OC(N)=C(C#N)C1c1ccccc1 (centres undefined)	2	-1	.	.	12	6	3	-2
3	CC(C)(C)C1(O)CC(C(F)(F)F)=NN1C(=O)CCCc1ccccc1 (centres undefined)	.	-6	.	1	-6	-2	5	-5
4	CC[C@@H](C)[C@@H](CO)NC(=O)[C@H]1O[C@@H](n2cnc3c(N)ncnc32)[C@H](O)[C@@H]1O	0	3	-2	1	6	-1	1	0
5	NNC(=O)CCc1nc2ccc(O)cc2[nH]1	0	5	4	-14	1	1	-1	.
6	COc1ccc(NC(=O)CSc2nc(C3CC3)nc3ccccc23)cc1	3	18	1	6	12	1	1	18
7	O=C(NCCc1ccc2c(c1)OCCO2)c1cccc(S(=O)(=O)N2CCCC2)c1	0	-5	-3	-9	12	-1	10	-9
8	Cc1cn(C2CC(O)C(CO)O2)c(=O)n(Cc2ccccc2)c1=O (centres undefined)	-2	11	-6	9	9	3	.	-6
9	N#CCCC(C#N)(c1cccnc1)N1CCOCC1 (centres undefined)	-1	-2	-1	.	9	0	-37	9
10	O=C(CNC(=O)C1COc2ccccc2O1)N/N=C\c1ccc(Br)cc1 (centres undefined)	4	.	1	-5	6	10	4	-4

Continuation.
#	canonical_smiles	Casp6 inh	EWS-Fli block	Cneo AK release	PGC1a acetyl inh	PAX8 reporter	FN deposition inh	miR-122 sensor	LGR2 antag
11	O=C(Nc1ccccc1)c1cc(C2CCCN(C(=O)OCc3ccccc3)C2)on1 (centres undefined)	-1	-13	-2	-1	-15	-12	-6	-118
12	COc1cccc(C2C3=C(CC(C)(C)CC3=O)Nc3cc(OC)c(OC)cc32)c1 (centres undefined)	3	5	.	.	5	.	.	-4
13	COc1cccc(Cl)c1NC(=O)N1CCN(c2cc(C)nc3ccccc23)CC1	-6	-10	-3	.	-15	5	-7	3
14	CC(C)CNc1nc(N)c([N+](=O)[O-])c(N2CCCCCC2)n1	2	6	0	-22	0	1	.	0
15	Cc1cc(C)c(CN2CCN(C(=O)Cn3cnc(C(=O)Nc4ccc(C)c(C)c4)n3)CC2)c(C)c1	.	1	1	-1	-5	4	-3	11
16	COc1ccccc1S(=O)(=O)N[C@H]1CC[C@@H](CCNC(=O)C2CC2)O[C@@H]1CO	1	1	0	2	3	-3	.	13
17	CCC1CCCCN1C(=O)CCn1ccnc1 (centres undefined)	3	19	.	.	7	-3	.	10
18	O=C(CCC(=O)c1cccs1)NNC(=O)c1cccc(Cl)c1	-3	-3	0	12	4	-12	4	8
19	C[C@H](CO)N1C[C@H](C)[C@H](CN(C)C(=O)Cc2ccccn2)Oc2cc(-c3cccc(C(=O)N(C)C)c3)ccc2S1(=O)=O	0	-5	6	10	.	-1	.	-6
20	COc1ccc(CC(=O)NCCc2ccc(Cl)cc2Cl)cc1	0	2	0	.	3	-12	-7	0

(continued)
#	canonical_smiles	Casp6 inh	EWS-Fli block	Cneo AK release	PGC1a acetyl inh	PAX8 reporter	FN deposition inh	miR-122 sensor	LGR2 antag
21	COc1cccc(C(=O)N/N=c2/oc3ccccc3cc2C(N)=O)c1	4	-12	.	.	0	-4	.	14
22	Cc1ccc(S(=O)(=O)N2C[C@@H](O)COC[C@@H]3O[C@H](CC(=O)NCc4ccc(Cl)c(Cl)c4)CC[C@H]32)cc1	0	-1	1	4	54	-10	-1[16.7 µM]	15
23	O=C(COC(=O)c1ccc2c(c1)S(=O)(=O)N=C1CCCCCN12)NCCc1ccc(F)cc1	0	-4	3	.	6	1	8	.
24	Cc1nc2ccccn2c1C(=O)CSc1ccccc1	0	-19	.	14	1	-2	.	-18
25	CCCCNC(=S)NNC(=O)c1nn(C)c(C)c1Cl	.	.	.	-1	-14	10	-3	.
26	CCOC(=O)Cc1csc(NC(=O)c2ccc(C)o2)n1	.	.	4	3	.	-2	-2	-3
27	CN(CCOc1ccc(-c2ccn(S(=O)(=O)c3ccc(Cl)cc3)n2)cc1)c1ccccn1	.	.	4	-13	7	-6	-8	.
28	CCCN(CC(=O)Nc1ccccc1OC)C(=O)c1ccc2[nH]c3c(c2c1)CC(C)CC3 (centres undefined)	2	8	0	-24	12	11	25	13
29	Cc1cc(Cl)cc2sc(NC(=O)C3CC3)nc12	-2	-26	2	-29	-21	11	12	.
30	C=CCNC(=O)Nc1ccc(F)cc1F	-2	-10	.	.	-3	6	.	-4

Additional entries follow:
#	canonical_smiles	Casp6 inh	EWS-Fli block	Cneo AK release	PGC1a acetyl inh	PAX8 reporter	FN deposition inh	miR-122 sensor	LGR2 antag
31	COc1ccc(NC(=O)CSc2nnnn2-c2ccccc2OC)c(OC)c1	-3	6	-1	7	25	0	-2	6
32	CCCC1=NN(C(=O)C(=O)Nc2ccc(Br)cc2)C(O)(C(F)(F)F)C1 (centres undefined)	-4	-2	.	2	-9	-6	.	-9
33	CCCC(=O)N(CCN1CCOCC1)c1nc2cc(C)c(C)cc2s1	0	.	-1	-8	-200	10	-5	-45
34	CC(=O)Nc1ccccc1NC(=O)c1cc(C)ccc1C	5	8	1	6	3	4	-6	6
35	CCCCOc1ccc(C2=NNC(=O)CC2)cc1	-1	-9	.	.	-45	-1	.	-18
36	NNC(=O)CCn1nnc2ccccc21	-1	4	.	4	-11	-6	.	7
37	C[C@H]1CN([C@@H](C)CO)C(=O)c2cc(C#CC3CC3)cnc2O[C@@H]1CN(C)Cc1ccncc1	0	-3	4	-6	.	7	-3[16.7 µM]	-5
38	CCOC(=O)c1ccc(NC(=S)NC(=O)C2CCCC2)cc1	-2	.	15	.	-19	.	-2	3
39	Cc1cccc(C)c1NC(=O)C1C(c2ccccc2)=Nc2ccccc2N1C(=O)c1cnccn1 (centres undefined)	1	-44	.	.	-44	-1	.	-37
40	C=CCN(CC=C)C(=O)COC(=O)c1n[nH]c2ccccc12	-3	-10	.	-2	4	2	.	-2

Arranged by length of the SMILES (smallest number first): some entries from above.
#	canonical_smiles	Casp6 inh	EWS-Fli block	Cneo AK release	PGC1a acetyl inh	PAX8 reporter	FN deposition inh	miR-122 sensor	LGR2 antag
30	C=CCNC(=O)Nc1ccc(F)cc1F	-2	-10	.	.	-3	6	.	-4
35	CCCCOc1ccc(C2=NNC(=O)CC2)cc1	-1	-9	.	.	-45	-1	.	-18
29	Cc1cc(Cl)cc2sc(NC(=O)C3CC3)nc12	-2	-26	2	-29	-21	11	12	.
25	CCCCNC(=S)NNC(=O)c1nn(C)c(C)c1Cl	.	.	.	-1	-14	10	-3	.
34	CC(=O)Nc1ccccc1NC(=O)c1cc(C)ccc1C	5	8	1	6	3	4	-6	6
26	CCOC(=O)Cc1csc(NC(=O)c2ccc(C)o2)n1	.	.	4	3	.	-2	-2	-3
38	CCOC(=O)c1ccc(NC(=S)NC(=O)C2CCCC2)cc1	-2	.	15	.	-19	.	-2	3
40	C=CCN(CC=C)C(=O)COC(=O)c1n[nH]c2ccccc12	-3	-10	.	-2	4	2	.	-2
33	CCCC(=O)N(CCN1CCOCC1)c1nc2cc(C)c(C)cc2s1	0	.	-1	-8	-200	10	-5	-45
31	COc1ccc(NC(=O)CSc2nnnn2-c2ccccc2OC)c(OC)c1	-3	6	-1	7	25	0	-2	6
32	CCCC1=NN(C(=O)C(=O)Nc2ccc(Br)cc2)C(O)(C(F)(F)F)C1 (centres undefined)	-4	-2	.	2	-9	-6	.	-9
39	Cc1cccc(C)c1NC(=O)C1C(c2ccccc2)=Nc2ccccc2N1C(=O)c1cnccn1 (centres undefined)	1	-44	.	.	-44	-1	.	-37
37	C[C@H]1CN([C@@H](C)CO)C(=O)c2cc(C#CC3CC3)cnc2O[C@@H]1CN(C)Cc1ccncc1	0	-3	4	-6	.	7	-3[16.7 µM]	-5

Further entries follow:
#	canonical_smiles	Casp6 inh	EWS-Fli block	Cneo AK release	PGC1a acetyl inh	PAX8 reporter	FN deposition inh	miR-122 sensor	LGR2 antag
41	Cc1ccc2c(c1)nc1c3ccccc3nc(-c3ccccc3N)n21	-3	-2	0	-7	.	-1	-2	-16
42	C[C@@H]1CN([C@H](C)CO)C(=O)CCCn2nncc2CO[C@H]1CN(C)S(=O)(=O)c1ccc2c(c1)OCCCO2	7&0	-9&0	4&3	11&-1	-7&24	1	-1	8
43	Cc1ccc(NC(=O)c2nc[nH]c2C(=O)N2CCc3ccccc3C2)cc1	-2	-12	4	2	0	11	6	-11
44	O=C(OCc1c(F)cccc1Cl)c1cc([N+](=O)[O-])ccc1N1CCOCC1	0	0	5	-8	6	-3	0	-8
45	C=CCCC1CN(Cc2ccc(OC)cc2)S(=O)(=O)c2c(F)cccc2O1 (centres undefined)	1	7	.	.	11	-11	.	12
46	CN1CCN(C(=O)CNc2ccc(C(F)(F)F)cc2[N+](=O)[O-])CC1	3	10	.	.	28	7	.	5
47	Cc1noc(C)c1NC(=O)Nc1ccc2c(c1)C(=O)N(C)[C@@H]1CC[C@H](CC(=O)N[C@H]3CCN(Cc4ccccc4)C3)O[C@H]1CO2	-1	-7	-1	2	7	0	-35[16.7 µM]	4
48	COc1ccccc1OCCC(=O)OCC(=O)Nc1ccc2c(c1)OCO2	0	5	.	.	-14	1	.	-1
49	O=C(c1ccc2c(c1)OCO2)N1CC[C@@H]2[C@@H](CO)Nc3ccc(C#Cc4ccccc4)cc3[C@@H]21	.	-2	-8	7	-9	5	-2[16.7 µM]	3
50	CCCCN1CNC(=S)N(CCc2ccccc2)C1	0	-2	9	0	21	8	-1	-9

The listing continues:
#	canonical_smiles	Casp6 inh	EWS-Fli block	Cneo AK release	PGC1a acetyl inh	PAX8 reporter	FN deposition inh	miR-122 sensor	LGR2 antag
51	C[C@@H]1C(=O)O[C@@H]2[C@H](O)C34[C@H]5C[C@@H](C(C)(C)C)C36[C@H](OC(=O)[C@@H]6O)OC4(C(=O)O5)[C@@]12O (some centres undefined)	-1	-17	5	8	5	2	-1	-8
52	CCCCN1CC[C@H]2C=CC[C@@H](C(=O)Nc3ccc(OC)cc3)[C@H]2C1=O	.	-4	1	13	-4	-4	10	-16
53	CO[C@H]1CN(C)C(=O)c2ccc(NS(C)(=O)=O)cc2OC[C@@H](C)N(C(=O)C2CCCCC2)C[C@H]1C	-1	4	-4	3	9	4	.	-7
54	CO[C@H]1CC[C@H]2CCOc3ccc(C#N)cc3C(=O)N(C)[C@@H](C)C(=O)N(C)C[C@H]1O2	0	1	2	.	2	-4	.	-13
55	COc1cc(CN2CCCC(CO)(Cc3cccc(Cl)c3)C2)cc2c1OCO2 (centres undefined)	-1	7	-2	?	5	-1	18	4
56	Cc1cccc(NC(=O)COc2cccc3c2CCNC3=O)c1	-2	10	0	3	-2	-2	0	0
57	Cc1ccccc1NC1=C(Cl)C(=O)OC1NC(=O)c1ccccc1 (centres undefined)	4	7	0	0	.	.	-7	5
58	COC(=O)Nc1nnc(-c2ccco2)s1	3	0	2	-12	-27	-2	1	6
59	COc1ccc2c3c(n(C)c2c1)[C@H](CO)N(Cc1cccnc1)CC31CN(C(=O)NC(C)C)C1	4	-15	.	-5	.	.	.	10
60	Cc1cc(OCc2cc(C(=O)N(C)C3CCOC3)no2)cc(C)c1Cl (centres undefined)	5	.	1	-4	-237	-6	3	-94

Bioassay records (PubChem BioAssay)
